# Assay outcomes as filed in PubChem.
# Shn3 inh set2 = reduces Shn3 3'UTR luciferase signal in osteoblasts. Clone20 osteoblast Shn3 3'UTR firefly luciferase, 24 h. AID 588674. inhibition, % at 12.5 µM. actives 0.52% (n = 360,000);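 active means mean inhibition of at least 75% with every replicate also reaching 75%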;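 further: 0% = median of neutral control wells and 100% = pilot-screen positive control compound; some compounds past the cut are filed as inactive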
# HIF-2a inh = inhibitors of HIF-2a; actives 0.72% (n = 360,000); 786-0 RCC cells HIF-2a reporter, luciferase luminescence, overnight; inhibition, % at 18.8 µM;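 active means inhibition of the luminescence signal of 40% or more relative to plate controls, in a single-dose primary screen at 18.75 µM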
# NR2E3 ag-1 = agonists of human NR2E3 nuclear receptor; CHO-S Gal4-NCOR/VP16-NR2E3 two-hybrid, luciferase; inhibition of corepressor binding, % at 3.98 µM; actives 0.35% (n = 360,000); AID 602229;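 active means inhibition above the mean of all tested compounds plus 3 SD, cut at about 70% in these data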;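 further: 0% = DMSO with NR2E3 transfected cells and 100% = cells lacking NR2E3 construct; higher means lower luciferase signal from less NR2E3 corepressor binding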
# Target sequence (Q9Y5X4 whole entry, looked up, the tested form may be a part): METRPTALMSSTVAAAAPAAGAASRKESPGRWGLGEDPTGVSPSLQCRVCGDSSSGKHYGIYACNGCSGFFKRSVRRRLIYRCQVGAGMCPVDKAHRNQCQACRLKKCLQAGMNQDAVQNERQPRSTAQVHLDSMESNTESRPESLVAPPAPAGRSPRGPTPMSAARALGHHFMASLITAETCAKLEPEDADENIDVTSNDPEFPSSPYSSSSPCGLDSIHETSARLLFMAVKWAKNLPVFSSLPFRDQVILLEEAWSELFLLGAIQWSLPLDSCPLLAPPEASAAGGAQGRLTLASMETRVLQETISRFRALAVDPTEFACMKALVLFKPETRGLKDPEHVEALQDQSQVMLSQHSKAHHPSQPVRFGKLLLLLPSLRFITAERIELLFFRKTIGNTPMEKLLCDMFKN
# EBV LMP1 NFkB = Epstein-Barr LMP1 NF-kappaB reporter inhibition | LMP1-induced NF-kappaB luciferase reporter cells, luminescence | actives 0.69% (n = 350,000) | inhibition, % at 12.5 µM; in the data active means inhibition above about 41%;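 further: 0% = neutral control wells and 100% = reference inhibitor control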
# iPSC survival up = increases survival of single human iPS cells. actives 0.044% (n = 360,000). AID 602274. hiPSC single-cell survival, ATPlite luminescence; 100% = ROCK inhibitor wells, 0% = DMSO. survival enhancement, % at 20 µM; in the data active means survival enhancement above about 18%;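 further: cells exposed to compounds for 16 hours before the ATP read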
# TRAIL sens C8 = sensitizes caspase-8 expressing cells to TRAIL | inhibition (viability loss, TRAIL sensitization), % at 10 µM | NB7+C8 cells + TRAIL, ATPlite viability luminescence | actives 1% (n = 360,000);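 active means compounds causing at least 50% loss of cell viability in the single-dose screen, relative to plate controls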
# KKLEB cytotox = CF airway cell cytotoxicity counter-screen | actives 0.36% (n = 360,000) | KKLEB CF airway cells viability, ATPlite luminescence, overnight; hits give low values; cells stimulated with P. aeruginosa culture filtrate | activity change (cytotoxicity), % at 5 µM;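 active means corrected activity change at or below -50% at 5 µM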
# Peg3 promoter = inhibitors of Peg3 promoter. actives 1.7% (n = 360,000). HeLa PEG-Prom luciferase reporter, luminescence, overnight. inhibition, % at 20 µM;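 active means inhibition of at least 50% at 20 µM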
# CF NFkB block = inhibitors of cystic fibrosis induced NF-kB. KKLEB NF-kB-GFP reporter, PAF-induced, GFP fluorescence overnight. inhibition, % at 5 µM. actives 0.86% (n = 360,000);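 active means at least 50% inhibition at 5 µM, scaled per plate between neutral and stimulator controls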;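 further: PAF is a Pseudomonas aeruginosa culture filtrate used as stimulus; plate controls were PAF-stimulated DMSO wells for no effect and unstimulated DMSO wells for full effect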
# NR2E3 ag-2 = NR2E3 (human) agonism; GST-NR2E3/biotin-RetCOR TR-FRET, 1536-well; inhibition of corepressor binding, % at 4.78 µM; actives 0.12% (n = 320,000); AID 2300;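 active means percent inhibition above the cutoff of mean plus 3 SD of all tested compounds, set per screening campaign, cut at about 20% in these data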;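 further: 0% = DMSO wells and 100% = biotin wells as full block of FRET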
#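 system = GST-tagged NR2E3 plus biotinylated RetCOR corepressor | input = 1.35 nM GST-NR2E3 | also added = 7 nM biotin-RetCOR | schedule = 5 h incubation at 4 °C | measured by = TR-FRET with europium anti-GST and streptavidin-D2, 340 nm excitation | read-out = percent loss of FRET ratio relative to control wells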
# MITF TRPM1 inh = MITF TRPM1 promoter inhibition in SK-MEL-5 cells. actives 0.83% (n = 330,000). SK-MEL-5 TRPM1 promoter luciferase, 24 h. inhibition, % at 12.5 µM;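 active means mean inhibition across replicates of 60% or more, whatever share of single replicates reaches that level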; further: values of inactives mirror those of a sister screen read the other way
# * = called active by the depositor; . = not tested or not shown. An excerpt; count on the stated rates, not on these rows.
SMILES,Shn3 inh set2,HIF-2a inh,NR2E3 ag-1,EBV LMP1 NFkB,iPSC survival up,TRAIL sens C8,KKLEB cytotox,Peg3 promoter,CF NFkB block,NR2E3 ag-2,MITF TRPM1 inh
CCOC(=O)CSc1nnc(Cn2c(=O)sc3ccccc32)n1-c1ccccc1C,10,-3,-10,1,-1.2,-14,5,4,-7,13,7
CN(C(=O)COC(=O)c1cc(=O)[nH]c2ccccc12)c1ccccc1,-17,-8,27,2,2.4,12,-3,-4,-29,.,-8
Oc1cc(O)c(CN2CCOCC2)cc1CN1CCOCC1,-11,20,-30,-5,-3.1,-8,-21,-5,12,.,12
CC(NC(=O)CCC(=O)NC(C)C1COc2ccccc2O1)C1COc2ccccc2O1 (centres undefined),-2,25,11,9,4.0,-5,27,16,-20,3,13
O=C1CCC2(CCCC2)c2ccccc21,-2,11,-2,1,0.7,-11,-12,4,-8,.,.
COc1cc(NC(=O)c2cc3nc(C4CC4)cc(C(F)(F)F)n3n2)c(OC)cc1Cl,19,-45,12,-4,12,7,-30,-40,26,0,-37
Cc1onc(-c2ccccc2)c1C(=O)N/N=C/C=C/c1ccccc1,17,11,-4,4,1.7,4,-1,11,4,-2,10
CCCn1nc(C(=O)N2CCN(S(=O)(=O)c3ccc(C)c(C)c3)CC2)c2ccccc2c1=O,-2,7,3,-2,-0.3,-3,-26,30,26,-1,18
COc1ccc(CCC(=O)NNC(=O)c2ccc(OC)cc2)cc1,12,-1,-11,3,-0.5,-5,11,1,-8,-3,-6
CCC(=O)Nc1ccc2c(c1)nc(CN1CCN(C(C)=O)CC1)n2C,1,16,-4,-17,-2.4,-7,-5,4,4,1,6
COc1ccc(-c2[nH]ncc2CN(C)CC2CCCCO2)cc1F (centres undefined),-6,14,17,0,1.9,-9,1,-4,0,1,1
CCOC(=O)C1CCCN(C(=O)CCCn2nc(C)n3c(cc4sccc43)c2=O)C1 (centres undefined),18,3,-12,-8,-1.8,28,1,9,-5,0,.
CN1CCN(/N=C/c2ccc(OCc3ccccc3)cc2)CC1,-116,-195,-72,-10,-0.5,7,-13,-245,-12,0,-98
O=C(N/N=C/C=C/c1ccccc1[N+](=O)[O-])c1cc(-c2cccnc2)nc2ccccc12,9,0,-5,1,-0.2,3,-6,19,-9,-4,8
CC(C)[C@H](NC(=O)C1CCN(S(=O)(=O)c2ccccc2)CC1)C(=O)NCc1ccncc1,0,7,14,2,2.3,9,-8,6,2,1,-1
O=S(=O)(Nc1ccc(-c2ccc3nncn3n2)cc1)c1cc(F)ccc1F,-7,11,7,1,-0.3,1,-10,13,37,0,-5
Cc1ccc(C(=O)NCc2ccc3c(c2)OCO3)cc1,2,-58,-27,-4,1.1,-1,3,-8,-4,-2,-8
COC(=O)Cc1ccc(NC(=S)NN2CCOCC2)cc1,-37,12,6,4,-1.0,11,10,2,-8,-1,-2
CC(C)c1ccccc1NC(=O)COC(=O)/C=C/c1cccc([N+](=O)[O-])c1,-6,9,2,-3,3.5,-7,0,3,7,1,-5
Cc1nnsc1C(=O)NNC(=O)c1cccc2ccccc12,-8,23,22,0,-0.8,-39,13,3,2,-3,0
CSc1nc(N)nc(C2CC2)n1,.,10,0,-4,-0.2,-4,9,7,-8,0,0
O=C1CSC(c2ccc(Cl)cc2)N1C1CCCCC1 (centres undefined),-5,10,-4,-5,2.2,11,-2,18,3,2,4
COc1ccc(CNS(=O)(=O)c2ccc3c(c2)CCN3C(=O)C2CCC2)cc1,0,14,51,6,0.1,-25,-11,20,-8,-2,5
CCC1SC(CC)C(=O)N(CC(=O)Nc2ccc3c(c2)OCO3)C1=O (centres undefined),-9,7,-2,11,-3.1,3,-8,12,-8,3,-1

# Complete entries as entered above.
# Entry for `CCC1SC(CC)C(=O)N(CC(=O)Nc2ccc3c(c2)OCO3)C1=O` (centres undefined) = Shn3 inh set2: -9; HIF-2a inh: 7; NR2E3 ag-1: -2; EBV LMP1 NFkB: 11; iPSC survival up: -3.1; TRAIL sens C8: 3; KKLEB cytotox: -8; Peg3 promoter: 12; CF NFkB block: -8; NR2E3 ag-2: 3; MITF TRPM1 inh: -1
# Entry for `COC(=O)Cc1ccc(NC(=S)NN2CCOCC2)cc1` = Shn3 inh set2: -37; HIF-2a inh: 12; NR2E3 ag-1: 6; EBV LMP1 NFkB: 4; iPSC survival up: -1.0; TRAIL sens C8: 11; KKLEB cytotox: 10; Peg3 promoter: 2; CF NFkB block: -8; NR2E3 ag-2: -1; MITF TRPM1 inh: -2

# Continuation.
SMILES,Shn3 inh set2,HIF-2a inh,NR2E3 ag-1,EBV LMP1 NFkB,iPSC survival up,TRAIL sens C8,KKLEB cytotox,Peg3 promoter,CF NFkB block,NR2E3 ag-2,MITF TRPM1 inh
O=C(Nc1cccc(S(=O)(=O)N2CCCCC2)c1)C1CC(=O)N(c2ccc3c(c2)OCCO3)C1 (centres undefined),24,8,14,4,-0.4,-2,-16,20,10,-1,7
C#CCOCCOCCOCCNc1nc(N2CCN(C(=O)C(Cc3cc4ccccc4[nH]3)n3cc(C(N)Cc4ccc(O)cc4)nn3)CC2)nc(N2CCN(C(=O)C(CCC(=O)O)n3cc(C(N)C(C)CC)nn3)CC2)n1 (centres undefined),-10,7,-7,0,0.3,-10,8,-24,-10,6,12
CCCC(=O)Nc1ccccc1NC(=O)c1ccc(OCC)c(OCC)c1,6,9,24,-6,-0.6,1,-1,16,17,4,13
CC(OC(=O)c1c2c(nc3ccccc13)/C(=C\c1ccc3c(c1)OCO3)CCC2)C(=O)Nc1ccc(S(N)(=O)=O)cc1 (centres undefined),4,-14,-11,-20,1.0,-7,8,-47,4,.,1
CN(C)c1cccc(C(=O)NC2CCCCCC2)c1,-60,-168,-122,-20,-1.4,17,6,-214,-1,0,-57
CC1(C)CC(=O)C(C2=NC(C)(C)Cc3ccccc32)=C(O)C1,-4,1,6,-3,-1.8,22,-22,14,5,-2,5
COc1cc2nc(COc3ccc(C#N)cc3)n(CC#N)c(=O)c2cc1OC,6,20,2,-2,-1.3,9,-7,12,8,1,2
CC1(C)CC(NCc2ccc3c(c2)OCO3)CCO1 (centres undefined),2,11,1,8,3.3,-11,-4,8,-6,2,9
CC1CCCN(C(=O)C2CCN(Cc3ccc4c(c3)OCO4)CC2)C1 (centres undefined),10,6,7,2,-0.6,0,3,9,-2,4,-6
C=CCn1c(C)c(C(C)=O)c(SC)nc1=S,7,21,-15,0,0.3,6,-14,0,8,7,-2
COc1ccc(OCC(=O)O/N=C(\N)c2ccc(OC)c(OC)c2)cc1,-14,-14,-26,-3,2.0,-7,-6,-116,2,2,-1
COC(=O)c1cccc(-c2ccc(/C=N/N3C(=O)C4C5C=CC(C6CC56)C4C3=O)o2)c1 (centres undefined),15,-20,3,5,-1.0,-3,0,-4,-4,-1,-9
CN(C)C(CNC(=O)c1ccc(S(=O)(=O)Nc2ccccc2F)cc1)c1ccccc1 (centres undefined),2,-1,-17,2,-0.3,4,4,4,13,0,5
COc1ccc(-n2c(CNC(=O)COc3ccc(Cl)cc3Cl)n[nH]c2=S)cc1,4,-1,15,1,1.6,0,-10,-4,-10,6,8
CCCCC(=O)NC(c1cccs1)c1cc(Cl)c2cccnc2c1O (centres undefined),24,7,-30,6,0.8,25,-15,51*,4,0,45
O=C(NCc1ccccc1)c1cc(=O)c2ccccc2o1,14,5,15,-2,-0.7,4,-19,-13,12,2,8
C[C@H](CO)N1C[C@H](C)[C@@H](CN(C)Cc2ccc(Cl)c(Cl)c2)Oc2c(NS(=O)(=O)c3cccs3)cccc2C1=O,9,9,-11,8,-4.3,-8,-2,-19,-12,.,6

# Rewritten bar-delimited: entries from further up.
structure | Shn3 inh set2 | HIF-2a inh | NR2E3 ag-1 | EBV LMP1 NFkB | iPSC survival up | TRAIL sens C8 | KKLEB cytotox | Peg3 promoter | CF NFkB block | NR2E3 ag-2 | MITF TRPM1 inh
CN(C)C(CNC(=O)c1ccc(S(=O)(=O)Nc2ccccc2F)cc1)c1ccccc1 (centres undefined) | 2 | -1 | -17 | 2 | -0.3 | 4 | 4 | 4 | 13 | 0 | 5
COc1ccc(-n2c(CNC(=O)COc3ccc(Cl)cc3Cl)n[nH]c2=S)cc1 | 4 | -1 | 15 | 1 | 1.6 | 0 | -10 | -4 | -10 | 6 | 8
CCCCC(=O)NC(c1cccs1)c1cc(Cl)c2cccnc2c1O (centres undefined) | 24 | 7 | -30 | 6 | 0.8 | 25 | -15 | 51* | 4 | 0 | 45

# Given with each value named: part of the list above
Compound: CC1(C)CC(=O)C(C2=NC(C)(C)Cc3ccccc32)=C(O)C1
- Shn3 inh set2: -4
- HIF-2a inh: 1
- NR2E3 ag-1: 6
- EBV LMP1 NFkB: -3
- iPSC survival up: -1.8
- TRAIL sens C8: 22
- KKLEB cytotox: -22
- Peg3 promoter: 14
- CF NFkB block: 5
- NR2E3 ag-2: -2
- MITF TRPM1 inh: 5

Compound: COc1cc2nc(COc3ccc(C#N)cc3)n(CC#N)c(=O)c2cc1OC
- Shn3 inh set2: 6
- HIF-2a inh: 20
- NR2E3 ag-1: 2
- EBV LMP1 NFkB: -2
- iPSC survival up: -1.3
- TRAIL sens C8: 9
- KKLEB cytotox: -7
- Peg3 promoter: 12
- CF NFkB block: 8
- NR2E3 ag-2: 1
- MITF TRPM1 inh: 2

Compound: CC1(C)CC(NCc2ccc3c(c2)OCO3)CCO1 (centres undefined)
- Shn3 inh set2: 2
- HIF-2a inh: 11
- NR2E3 ag-1: 1
- EBV LMP1 NFkB: 8
- iPSC survival up: 3.3
- TRAIL sens C8: -11
- KKLEB cytotox: -4
- Peg3 promoter: 8
- CF NFkB block: -6
- NR2E3 ag-2: 2
- MITF TRPM1 inh: 9
